NR1D1 modulator = modulators of Rev-erb alpha DNA binding, primary screen, biochemical, FITC-DNA, fluorescence polarization, uHTS | hit rate 0.79% among 370,000 | activity, % at 10 µM | Nuclear receptor subfamily 1 group D member 1 (Homo sapiens), P20393 | Rev-erbα–FITC-DNA binding, 90 min;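 active = activity above about 14%, limit read from the data; passing the limit was not always enough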;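 also: 0% = DMSO wells with 35 nM protein and 100% = DMSO wells with 750 nM protein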
DDE Tn6 FP inh = inhibitors of Tn6 peptide binding to fibrin DD(E), primary screen, biochemical, fluorescence polarization, human fibrin, Tn6 probe; Fibrin DD(E) TRITC-Tn6 fluorescence polarization displacement; hit rate 0.21% among 370,000; inhibition, % at 8.3 µM;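 active = inhibition above a per-campaign cutoff: mean of compounds within control limits plus 3 SD, cut at about 15% in these data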;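 also: 0% = median of all compound wells on the plate and 100% = blocking peptide control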
Target sequence (P02675 whole entry, looked up): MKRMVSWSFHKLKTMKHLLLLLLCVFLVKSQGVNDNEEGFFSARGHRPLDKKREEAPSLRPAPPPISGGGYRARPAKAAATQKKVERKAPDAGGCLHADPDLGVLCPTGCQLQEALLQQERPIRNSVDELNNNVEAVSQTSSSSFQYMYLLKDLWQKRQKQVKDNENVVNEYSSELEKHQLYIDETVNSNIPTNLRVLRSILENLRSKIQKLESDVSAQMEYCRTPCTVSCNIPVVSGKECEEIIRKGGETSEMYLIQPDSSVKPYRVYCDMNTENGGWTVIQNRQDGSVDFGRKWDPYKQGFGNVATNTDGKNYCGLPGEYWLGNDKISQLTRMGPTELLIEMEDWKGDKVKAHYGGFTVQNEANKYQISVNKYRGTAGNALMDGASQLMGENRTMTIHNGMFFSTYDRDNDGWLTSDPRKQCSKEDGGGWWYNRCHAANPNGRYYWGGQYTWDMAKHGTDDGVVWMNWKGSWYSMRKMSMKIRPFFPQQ
PLCg1 inh = PLC-gamma1 enzyme inhibitors, primary screen, biochemical, fluorescence, purified enzyme; fluorogenic substrate; inhibition, % at 12.2 µM; hit rate 0.84% among 370,000; AID 720700, 2013; in the data active = inhibition above about 9.5%
sPLA2-III inh = human group III sPLA2 inhibitors, primary screen, biochemical, QFRET, BODIPY PC-A2 liposome substrate | QFRET BODIPY PC-A2 liposome hydrolysis, fluorescence | inhibition, % at 12.2 µM | hit rate 0.56% among 370,000 | AID 743126, 2013;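 active = inhibition above mean plus 3 SD of compounds lying within the high and low control bounds, cut at about 19% in these data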;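 also: 0% = median of test compound wells and 100% = no enzyme DMSO wells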
Target sequence (Q9NZ20 whole entry, looked up): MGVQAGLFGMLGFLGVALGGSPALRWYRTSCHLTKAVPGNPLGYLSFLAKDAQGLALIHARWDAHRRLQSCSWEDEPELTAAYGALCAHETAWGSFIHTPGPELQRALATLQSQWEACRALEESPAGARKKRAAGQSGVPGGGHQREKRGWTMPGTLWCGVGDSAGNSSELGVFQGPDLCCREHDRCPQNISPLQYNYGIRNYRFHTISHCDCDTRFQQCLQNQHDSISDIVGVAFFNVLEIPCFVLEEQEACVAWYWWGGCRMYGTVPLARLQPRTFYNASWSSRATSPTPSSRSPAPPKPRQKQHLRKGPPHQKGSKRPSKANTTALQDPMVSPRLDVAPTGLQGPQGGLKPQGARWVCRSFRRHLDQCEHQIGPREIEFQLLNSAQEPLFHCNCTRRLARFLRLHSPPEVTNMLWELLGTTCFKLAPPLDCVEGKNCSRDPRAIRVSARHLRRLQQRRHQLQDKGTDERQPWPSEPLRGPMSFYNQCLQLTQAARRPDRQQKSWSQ
DDE Tn7 FP inh = inhibitors of Tn7 peptide binding to fibrin DD(E), primary screen, biochemical, fluorescence polarization, human fibrin, Tn7 probe; inhibition, % at 8.3 µM; FP displacement of FITC-Tn7 peptide from fibrin DD(E); 0% = median of compound wells per plate; AID 720508, 2013; hit rate 0.13% among 370,000;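 active = inhibition above the mean of compounds falling within the control limits plus 3 SD of them, cut at about 14% in these data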;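 also: 0% = plate median of compound wells and 100% = 10 µM Aha-Tn7 peptide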
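Assay system: Human clot-derived fibrin DD(E) complex | Buffer or medium: Tris/NaCl/CaCl2 buffer, pH 7.8 | Repeats: One replicate per compound | Benchmarks: Aha-Tn7 high control | Measure: % inhibition scaled between sample-field median and high-control FP | Schedule: 10 min plus 3 h, room temperature | Signal: Fluorescence polarization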
UHRF1 binding = UHRF1 methylated DNA binding inhibitors, primary screen, counter-screen for MBD2 inhibitor project, biochemical, TR-FRET, human UHRF1, single concentration; UHRF1 binding to methylated oligo; hit rate 0.75% among 370,000; inhibition, % at 4.4 µM; in the data active = inhibition above about 21%;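 also: UHRF1 SRA domain binding a hemimethylated CpG hairpin DNA probe; 0% = median of test compound wells and 100% = reference inhibitor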
ASAP1 inh = inhibitors of human ASAP1 ArfGAP activity, primary screen, biochemical, fluorescence polarization; Arf-GAP with SH3 domain, ANK repeat and PH domain-containing protein 1 (Homo sapiens), …; ASAP1-stimulated ARF1 GTP hydrolysis, GDP FP detection; inhibition, % at 16.5 µM; hit rate 0.19% among 360,000; in the data active = inhibition above about 25%;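 also: 0% = vehicle with enzyme and substrate and 100% = no enzyme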
PLCb3 inh = human PLC-beta3 inhibitors, primary screen, biochemical, fluorescence. 1-phosphatidylinositol 4,5-bisphosphate phosphodiesterase beta-3 (Homo sapiens), Q01970. Purified PLC-beta3, fluorogenic substrate. inhibition, % at 12.2 µM. hit rate 0.18% among 370,000. AID 720704, 2013; in the data active = inhibition above about 11%;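 also: 0% = median of compound wells on plate and 100% = full blocker control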
KLK7 zymogen act = proKLK7 zymogen activators, primary screen, biochemical, fluorescence intensity | purified proKLK7, EDANS-DABCYL substrate fluorescence; 100% is mature enzyme control, 0% vehicle | activation, % at 7 µM | Kallikrein-7 (Homo sapiens), P49862 | AID 652039, 2013 | hit rate 0.9% among 370,000;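 active = activation above the mean of all tested compounds plus 3 SD, computed per campaign excluding outliers beyond control limits, cut at about 13% in these data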
ARFGAP1 inhibitor = inhibitors of rat ARFGAP1 GAP activity, primary screen, biochemical, fluorescence polarization, GDP tracer; hit rate 0.26% among 360,000; AID 651572, 2012; Arfgap1-stimulated ARF1 GTP hydrolysis, GDP FP detection; inhibition, % at 16.5 µM; ADP-ribosylation factor GTPase-activating protein 1 (Rattus norvegicus), Q62848;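 active = inhibition above a per-plate limit, mean inhibition of low control wells plus 3 SD, cut at about 25% in these data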;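 also: 0% = DMSO wells with enzyme and 100% = wells lacking Arfgap1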
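Assay system: purified rat His6-Arfgap1 residues 1-136 (GAP domain); Reagent: human Δ17 ARF1 bound to GTP; Dosing: 16.5 µM single point, 1.26% DMSO; Times: GTP hydrolysis reaction 2 h at 25 °C; Signal: FP, GDP Alexa 633 tracer displaced from anti-GDP antibody, 620/688 nm; Measure: % inhibition from polarization.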
* = called active by the depositor; i = inactive.

The line under a structure holds: NR1D1 modulator, DDE Tn6 FP inh, PLCg1 inh, sPLA2-III inh, DDE Tn7 FP inh, UHRF1 binding, ASAP1 inh, PLCb3 inh, KLK7 zymogen act, ARFGAP1 inhibitor
> COC(=O)c1ccc(N(C(=O)CNC(=O)c2ccco2)C(C(=O)NCC2CCCO2)c2ccc(OC)c(OC)c2)cc1 (configuration not stated)
  -1, -3, -2, -2, 3, -1, 0, 1, 0.8, 0
> Cc1ccc(-c2cc(C(=O)Nc3cccnc3)c3ccccc3n2)o1
  -6, -2, -465, -14, -3, 0, -8, i, 6.9, 5
> Cc1cc(NS(=O)(=O)c2ccc(NC(=O)C(C)Oc3ccc(C(C)C)cc3)cc2)no1 (configuration not stated)
  -1, -7, 5, -37, -4, 7, -2, -7, -0.6, 12
> COCc1c(C(=O)N2CCN(Cc3ccc(C#N)cc3)CC2)oc2ccccc12
  0, -11, 1, 4, 3, 5, 6, -13, 0.2, -4
> Nc1c(N(Cc2ccccc2)C(=O)COc2ccc(F)cc2)c(=O)[nH]c(=O)n1Cc1ccccc1
  -4, 1, 1, -3, -7, 0, -1, -6, -0.2, 1
> CCCN1CCc2c(sc(NC(=O)CCS(=O)(=O)c3ccccc3)c2C(=O)OC)C1
  -1, 4, -5, -2, 4, 2, 2, -18, -3.1, 1
> Cc1cccc(NC(=O)CSCc2c(C)noc2C)c1C
  -2, 5, 3, 9, 0, 0, 6, 1, 0.4, 15
> COc1ccc(-c2cc3ccc(OCc4nn[nH]n4)cc3oc2=O)cc1
  -4, -10, i, -23, -8, 0, 14, i, 76*, -6
> O=C1CN(C(=O)c2ccccc2)c2ccccc2N1
  7, 6, -2, 6, 4, 4, -9, 0, -0.3, 4
> O=C(CO/N=C/c1cccc([N+](=O)[O-])c1)NC1CCCCCC1
  -1, 0, 6, 16, 3, 6, 2, -1, -0.1, 6
> CCCCNC(=O)/C(C#N)=c1\s/c(=C\c2ccccc2OC(F)F)c(=O)n1CCCOC
  6, 5, 2, -4, -5, 3, -3, -1, 0.8, -12
> Cc1ccc(C)c(NC(=O)CN(C)C(=O)c2nn(C)c(=O)c3ccccc23)c1
  -5, 0, -2, -6, -2, 18, -20, 0, 0.0, 9
> OC[C@@H]1CN(Cc2cccs2)C[C@H](n2cnc3c(NC4CCCC4)ncnc32)O1
  3, -8, 3, 4, -2, 1, 0, -1, -5.2, 2
> CC(C)OC(=O)CSc1nnc(-c2cnccn2)n1Cc1ccco1
  -2, -2, -3, 7, 3, -2, 5, -3, 0.0, 6
> O=C(Nc1cccc(C(F)(F)F)c1)c1scc2c1OCCO2
  0, -7, -4, -4, 3, -1, -3, -9, -0.1, 3
> COc1ccc(CN2CCNC(=O)C2CC(=O)NC2CCCCCC2)c(C)c1C (configuration not stated)
  0, -7, -4, -9, -3, -3, -10, -9, 0.0, -11
> Cc1ccccc1-c1cc(C(=O)NCc2cccc(Br)c2)n(CC2CC(c3cccnc3)=NO2)n1 (configuration not stated)
  -1, -3, 3, -25, -6, 15, 4, 2, 0.8, -2
> COc1ccc(OCCOCCN2CCc3ccccc3C2)cc1
  -8, 4, 9, 1, -2, -2, -3, 2, -0.7, -5
> Cc1ccc(OCC(=O)Nc2ccc(NC(=O)c3ccccc3)c(C)c2)cc1
  -1, 5, -1, -4, 4, 2, -11, -2, 0.2, 8
> CC(=O)N1CCC(C(=O)Nc2ccc(S(=O)(=O)N3CCC(C)CC3)cc2)CC1
  5, -1, 9.6*, -5, -2, -1, -26, 0, 0.2, -4
> Cc1cc(NC(=O)CCC(=O)N(Cc2ccc(F)cc2)C(C(=O)NC2CCCC2)c2ccco2)no1 (configuration not stated)
  -2, -4, 6, 8, 5, 1, 10, -1, 0.4, -10
> COCCNC(=O)c1ccc2c(c1)NC(=O)CS2
  0, -3, 1, 4, 1, 0, 12, -1, 0.4, -8
> COc1cccc(NC(=O)COC(=O)c2ccc3ccccc3n2)c1
  5, 2, -7, 4, 6, -1, 4, -10, -0.8, 8
> O=C(Nc1ccccc1O)c1cccc(S(=O)(=O)Nc2ccccc2O)c1
  5, 0, 0, -34, -3, 3, 1, -4, -0.1, 8
> CCOc1ncnc2c1sc1nc3c(cc12)COC(C)(C)C3
  -1, -4, 10*, 8, -5, 7, 9, 2, 0.5, -4
> Cc1sc[n+](CC(=O)c2ccc(Br)cc2)c1C
  -1, 15, 1, 13, 6, -1, 8, -7, -0.4, 0
> COC(=O)c1ccc(/C=N\NC(=O)c2ccc(C)cc2Cl)cc1
  -4, -1, 2, 4, -2, -1, 9, 4, 0.4, 14
> Cc1cc(-c2ccc(C(C)C)c(S(=O)(=O)Nc3cc(C)on3)c2)on1
  3, 4, 2, -4, -1, 0, -2, -8, 0.9, 7
> O=C(O)C1=C[C@H](c2ccc3c(c2)OCO3)C[C@H](OCCCCO)O1
  -1, 0, -55, 4, -3, 2, 5, -71, 0.9, -3
> Cc1ccc(C2C(C#N)=C(N)N(c3cccnc3)C3=C2C(=O)CCC3)s1 (configuration not stated)
  -4, 4, -11, -7, -1, -4, -2, -12, 0.4, -2
> NC(=O)c1c(NC(=O)c2ccncc2)sc2c1CCCCCC2
  -3, -2, -9, 7, 9, -3, 12, -12, -3.4, -2
> O=C(Nc1cccs1)Nc1c(F)c(F)c(F)c(F)c1F
  -4, 2, -3, 8, -1, -1, 4, -3, -0.4, 9
> O=C(CCC(=O)N(CC(=O)NC1CCCC1)C1CCCC1)Nc1ccccn1
  -2, 0, 9, -4, -4, 3, 21, 4, 0.3, 14
> CCCCc1cc(=O)oc2cc(OCc3nn[nH]n3)c(Cl)cc12
  1, 5, -14, -5, 4, 1, 8, -23, -0.7, -6
> COC(=O)c1ccc(CNC(=O)/C=C/c2cc([N+](=O)[O-])ccc2OC(F)F)cc1
  2, -7, 0, -18, 6, -2, 14, -1, -0.5, 7
> CCCc1cc(=O)n2nc(N3CCC(C(=O)NCc4ccc(C)o4)CC3)sc2n1
  0, -5, -3, -9, -2, 0, 5, -7, 0.1, 4
> Nc1nc(N)c2cc(Sc3cccc(C(F)(F)F)c3)ccc2n1
  7, 5, -43, -9, -4, -1, -2, -60, 1.6, 13
> COC(=O)c1ccc(/C=C/c2nc3ccccc3c(=O)[nH]2)cc1
  0, 0, -4, -5, -8, -1, -7, -8, -0.1, -8
> Cc1c(C(=O)NCCCc2ccccc2)cccc1[N+](=O)[O-]
  -3, 8, 6, -4, 6, -2, 8, 2, 0.1, -5
> CCOC(=O)N1CCN(c2ccc(C(=O)c3ccccc3)cc2F)CC1
  6, -6, -36, -8, -10, 0, 4, -43, 0.1, 3
> CSCCC(NC(=O)c1ccc([N+](=O)[O-])cc1Cl)C(=O)OCC(=O)NC1CCCC(C)C1C (configuration not stated)
  -3, 5, -1, -14, 7, 1, -2, 5, 0.1, -13
> CC(C)Oc1ccc(CNC(=S)Nc2ccccc2)cc1Cl
  7, 1, 2, -1, -3, 1, 6, -2, 0.3, 6
> COCCC(=O)N1CCC(Oc2ccc(C(=O)NCCC3=CCCCC3)cc2)CC1
  4, -6, 2, 1, 4, -4, 14, -5, -0.1, -9
> Nc1ccc(-c2nc3cc(N)ccc3o2)cc1
  1, -1, i, -1, 4, -1, 10, i, 55*, -4
> CC(=O)Nc1ccc(S(=O)(=O)N2CCC(C(=O)NCCC(=O)Nc3ccccc3)CC2)cc1
  5, 0, -3, 2, -2, 1, 4, -8, -0.3, 0
> O=C(O)C/C=C(\NC(=O)OCc1ccccc1)C(=O)OCc1ccccc1
  4, 5, 0, 2, 7, 9, -18, -4, 0.2, -10
> CC1(C)N=C(N)N=C(N)N1c1cccc(C(=O)O)c1
  1, -3, 1, 4, -2, 5, 0, -3, 0.4, -7
> Cc1ccccc1-c1nnn(CC(=O)Nc2cccc(S(N)(=O)=O)c2)n1
  6, -5, -2, -6, 2, 0, 5, -3, -0.5, -1
> COc1ccc(NC(=O)CNC(=O)Cc2cccc3ccccc23)c(OC)c1
  -2, -4, 7, 15, 0, 0, -6, -12, 0.4, 8
> CCOC(=O)C1(C)CCCN1C(=O)c1cccc(F)c1 (configuration not stated)
  -1, 4, 1, 4, 1, 2, 1, 4, -0.4, 9
> Cc1ccc(S(=O)(=O)N2CCC(C(=O)N/N=C/c3cccnc3)CC2)cc1
  -2, 3, -4, -9, -4, 4, -3, -1, 0.3, 14
> Cc1c(C(=O)Nc2c(F)cc(F)cc2Br)sc2ncn(CC(=O)N3CCCC3)c(=O)c12
  2, 14, -9, 2, 4, -1, -11, -13, 0.2, 6
> O=C(CCNC(=O)c1ccccc1Cl)Nc1cc(C(F)(F)F)ccc1Cl
  1, 7, -1, 21*, 0, 4, -4, 0, -0.2, -6
> CCOc1ccc(NC(=O)COc2ccc(N3CC(C(N)=O)CC3=O)cc2)cc1 (configuration not stated)
  0, 1, -1, -53, 9, 2, 13, -3, -0.2, -6
> Cc1ccc(CCNC(=O)C23CN(Cc4ccccc4)CC2C(c2cccc([N+](=O)[O-])c2)=NO3)cc1 (configuration not stated)
  0, -11, 4, 1, 4, -5, -2, 1, 0.4, -7
> CCCCCCOc1ccc(C(=O)n2cnc(N)n2)cc1
  0, 7, 2, -1, 3, 1, 5, 1, -0.4, 0
> Cc1ccc(NC(=O)/C=C/c2ccc([N+](=O)[O-])s2)c(C)c1
  -2, -7, -18, 4, 2, 0, 3, -20, -0.3, 10
> O=C(CSc1ccc2ccccc2n1)NCCC1=CCCCC1
  13, 2, -1, 2, 2, 5, 6, -5, 0.2, 2
> O=C(COC(=O)c1ccc(Br)o1)NCc1ccccc1Cl
  11, -4, 1, -3, -3, -1, -11, -3, 0.5, -5
> CN(C)c1ccc(/C=C/C(=O)c2cccc(Br)c2)cc1
  3, -6, -298, -26, -15, -4, -8, -407, -1.5, 5
> COc1ccc(NC(=O)CN(C)C(=O)c2ccc3c(c2)S(=O)(=O)N=C2CCCCCN23)cc1
  -4, -1, 3, 10, 5, -3, 8, -6, -0.3, -15

2 entries from above in another layout.
mol	NR1D1 modulator	DDE Tn6 FP inh	PLCg1 inh	sPLA2-III inh	DDE Tn7 FP inh	UHRF1 binding	ASAP1 inh	PLCb3 inh	KLK7 zymogen act	ARFGAP1 inhibitor
CCOc1ccc(NC(=O)COc2ccc(N3CC(C(N)=O)CC3=O)cc2)cc1 (configuration not stated)	0	1	-1	-53	9	2	13	-3	-0.2	-6
CC(C)Oc1ccc(CNC(=S)Nc2ccccc2)cc1Cl	7	1	2	-1	-3	1	6	-2	0.3	6

Compound activity from PubChem.
